# Screens deposited in PubChem BioAssay by several laboratories.
# AddAB inh = less growth of phage-infected E. coli with AddAB. E. coli expressing H. pylori AddAB, absorbance growth. 330,000 compounds, 0.29% hits. inhibition, % at 11.9 µM; in the data active = inhibition above about 12%;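 note: 0% = vehicle wells of infected cells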
# PKA-R1A act = PKA-R1A complex activation. PKA-R1A dissociation, Cy5-IP20 fluorescence polarization; scaled: DMSO 0%, 113 µM cGMP 100%. activation, % at 11.4 µM. 340,000 compounds, 0.083% hits;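 active = percent activation above the mean of all tested compounds plus 3 SD, cut at about 19% in these data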;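 note: higher means more PKAc released from R1A so a rise in polarization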
# PfHsp90 set2 = reduces growth (ATP signal) of yeast expressing P. falciparum Hsp90; S. cerevisiae expressing PfHsp90, BacTiter-Glo ATP, 48 h; yeast lacking PDR1 and PDR3 efflux regulators; inhibition, % at 9.4 µM; 310,000 compounds, 0.32% hits;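 active = every replicate shows inhibition above about 80%, whatever the replicate mean, limit read from the data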;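 note: 0% = DMSO neutral controls and 100% = 20 µM radicicol positive controls; yeast relying on Plasmodium falciparum Hsp90 in place of its own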
# MOR-DOR inv ag = mu-delta opioid heterodimer inverse agonism; 340,000 compounds, 0.21% hits; cell-based MOR-DOR heterodimer luminescence; inhibition, % at 9.3 µM; P35372+P41143; in the data active = inhibition above about 22%, passing the limit was not always enough;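 note: 0% = cells with DMSO and 100% = wells without cells with DMSO; values of inactives mirror those of a sister screen read the other way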
# Target sequence (P35372 whole entry, looked up): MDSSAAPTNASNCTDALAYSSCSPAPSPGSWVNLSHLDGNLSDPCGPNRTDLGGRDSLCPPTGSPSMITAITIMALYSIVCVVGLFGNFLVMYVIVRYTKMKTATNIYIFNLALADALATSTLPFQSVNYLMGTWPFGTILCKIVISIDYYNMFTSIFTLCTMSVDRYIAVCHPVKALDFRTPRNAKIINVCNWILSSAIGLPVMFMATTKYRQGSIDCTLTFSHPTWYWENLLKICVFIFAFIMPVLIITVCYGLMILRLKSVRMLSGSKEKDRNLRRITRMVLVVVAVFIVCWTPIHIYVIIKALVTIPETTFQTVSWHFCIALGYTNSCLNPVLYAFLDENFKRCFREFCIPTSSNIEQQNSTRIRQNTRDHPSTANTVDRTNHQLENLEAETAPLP
# Target sequence (P41143 whole entry, looked up): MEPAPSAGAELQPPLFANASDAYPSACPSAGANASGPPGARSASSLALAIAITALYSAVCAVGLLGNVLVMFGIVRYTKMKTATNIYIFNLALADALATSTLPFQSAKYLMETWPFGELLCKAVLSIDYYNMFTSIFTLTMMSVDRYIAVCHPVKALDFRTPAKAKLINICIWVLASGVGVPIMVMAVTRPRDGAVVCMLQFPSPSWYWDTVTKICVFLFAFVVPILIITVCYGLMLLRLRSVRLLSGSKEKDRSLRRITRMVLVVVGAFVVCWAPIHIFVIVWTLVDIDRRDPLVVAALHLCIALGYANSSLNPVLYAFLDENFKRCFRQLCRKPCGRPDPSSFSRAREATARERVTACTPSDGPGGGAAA
# E coli growth = bacterial growth inhibition, counter-screen for AddAB inhibitors | inhibition, % at 11.9 µM | E. coli V3065 growth, OD600 absorbance, 18 h | 330,000 compounds, 0.27% hits;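 active = inhibition above the campaign's mean inhibition across all tested compounds plus 3 SD, cut at about 9.9% in these data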;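 note: uninfected addAB+ strain grown without phage in ampicillin broth; 0% = DMSO wells and 100% = ciprofloxacin 0.95 µg/ml wells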
# phage Ecoli inh = E. coli growth loss with phage present. growth absorbance. inhibition, % at 11.9 µM. 360,000 compounds, 0.26% hits; in the data active = inhibition above about 11%
# Mot1-301 SUMO = blocks SUMOylation pathway, rescuing yeast Mot1-301 growth | S. cerevisiae Mot1-301 growth rescue, ATP luminescence, 38.5C; percent above DMSO median, 100 means doubled | growth rescue, % at 18.8 µM | 320,000 compounds, 1% hits | AID 2716;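 active = every valid replicate shows activation above 250% relative to neutral control wells; inactive = the rest, any valid replicate at or below 250%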;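 note: OY570 slx delta 5 strain wells were the positive control but not used for scaling; some compounds called inactive have numbers as strong as hits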
# HTR5A inv ag = counter-screen for OPRM1-OPRD1 inverse agonists: human HTR5A inverse agonism | HTR5A cell line, luminescence | 340,000 compounds, 0.083% hits | inhibition, % at 9.3 µM | AID 504634; in the data active = inhibition mostly above about 23%, no sharp cut-off; inactive = mostly below about 18%;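 note: 0% = cells with DMSO and 100% = no-cell wells with DMSO; some compounds called inactive have numbers as strong as hits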
# Tat export inh = E. coli Tat transport inhibition. E. coli MC4100 TorA-mCherry Tat export, fluorescence. inhibition, % at 10 µM. 340,000 compounds, 0.036% hits;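 active = mean replicate inhibition at least 50% and at least half of replicates individually reaching 50%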;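 note: exported cargo escapes ClpAP degradation while cytoplasmic cargo is degraded and loses fluorescence; 0% = median of neutral control wells and 100% = median of NaSCN control wells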
# PKA-R2B activ = PKA-R2B complex activation | PKA-R2B holoenzyme dissociation, Cy5-IP20 fluorescence polarization; R2B truncated from residue 108, S112A mutant; 0% DMSO only, 100% 113 µM cGMP | activation, % at 11.4 µM | P22694+P31323 | 340,000 compounds, 0.079% hits;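 active = activation above a cutoff set at the mean over all compounds plus 3 SD, cut at about 18% in these data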;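 note: higher means more holoenzyme dissociation and a rise in polarization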
# MOR-DOR ag = agonists of human mu-delta opioid receptor heterodimerization | P35372+P41143 | cells, OPRM1-OPRD1 heterodimerization, luminescence | activation, % at 9.3 µM | 340,000 compounds, 0.3% hits | AID 504326; in the data active = activation above about 18%;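 note: 0% = vehicle-treated cells and 100% = reference agonist; values of inactives mirror those of a sister screen read the other way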
# An asterisk follows results filed as active; nt = not tested or not shown.
SMILES,AddAB inh,PKA-R1A act,PfHsp90 set2,MOR-DOR inv ag,E coli growth,phage Ecoli inh,Mot1-301 SUMO,HTR5A inv ag,Tat export inh,PKA-R2B activ,MOR-DOR ag
CCCCn1c(N)c(N(CC)C(=O)c2cccc(OCc3ccccc3)c2)c(=O)[nH]c1=O,2.4,-13,-2,11,0.5,0.4,0,-6,1,-8,-2.8
CC(=O)C1=C(O)C(=O)N(c2ccc(O)cc2)C1c1ccccc1F (stereo unspecified),1.6,-13,-25,11,0.7,-1.2,-4,16,-9,8,-2.2
CCCOc1cccc(/C=N/NC(=O)c2csc(C)c2C)c1,-0.4,-6,-10,0,-1.2,2.0,6,14,-1,-7,-0.1
COc1ccc(-n2cnc3cc(C(=O)NCCN4CCOCC4)ccc32)cc1,1.8,-11,9,1,-2.6,2.3,-4,15,-1,6,-0.1
CCN(CC)S(=O)(=O)c1cc(NC(=O)c2ccc3c(c2)NC(=O)C(C)S3)ccc1C (stereo unspecified),3.0,-11,-8,-9,-2.1,1.1,-14,-27,5,9,2.3
CCOc1ccc2cc(S(=O)(=O)n3ccnc3C)ccc2c1,-0.7,-6,7,5,2.2,3.9,77,7,3,1,-0.8
OC1c2cc(Cl)ccc2-c2c(Cl)cc(Cl)cc21 (stereo unspecified),nt,5,-3,-18,nt,2.2,nt,-2,3,-6,3.6
COC(=O)c1ccc(C(=O)OC)c(NC(=O)COC(=O)CC2CC3CCC2C3)c1 (stereo unspecified),-2.0,-9,-16,5,-2.3,3.0,-1,-17,6,-7,-0.8
Cc1cccc(COc2ccccc2C(=O)NC2CCC(O)CC2)c1 (stereo unspecified),2.1,-3,-6,5,1.9,1.5,-15,-4,4,-6,-0.8
O=C(Nc1ccc(F)cc1)c1sccc1SCc1cccc(C(F)(F)F)c1,0.4,4,-11,-27,0.2,3.8,6,-24,8,-2,5.1
O=c1[nH]c(CN2CCN(S(=O)(=O)c3cccs3)CC2)nc2c(Br)cc(Br)cc12,0.0,-3,5,2,-1.9,3.3,7,-2,3,8,-0.5
COc1ccc(S(=O)(=O)N2CCCC(C(=O)O)C2)cc1Cl (stereo unspecified),5.0,-7,7,9,-1.6,2.6,-2,-4,-7,-4,-2.0
Cc1ccc(CNCCCSc2ncccn2)cc1,1.9,-10,14,13,4.0,0.0,-6,1,8,5,-2.8
CCOc1ccc(C(=O)NC(C(=O)NCc2cccnc2)C(C)C)cc1 (stereo unspecified),1.0,11,0,5,-0.8,0.0,3,-22,-6,6,-0.8
Cc1nc(NCC(c2ccccc2)N(C)C)c2c(C)c(C)sc2n1 (stereo unspecified),0.5,-7,-8,-302,-3.2,1.7,-17,-14,-2,-9,37*
CC(C)(C)C(=O)Cn1ncc(N2CCOCC2)c(Br)c1=O,1.0,6,-23,-1,0.6,3.0,11,-18,-5,-7,0.2
CCCC(C)C(=O)NCc1ccncc1 (stereo unspecified),-0.9,-6,-5,1,0.9,7.5,1,6,-6,-2,-0.2
Cc1cccc(/C=N/n2c(-c3ccncc3)n[nH]c2=S)c1,1.0,-12,-23,6,-0.3,1.8,-1,7,11,-9,-1.1
COc1cc(CC(=O)OCC(=O)Nc2sccc2C(N)=O)cc(OC)c1OC,1.2,-9,-39,-4,-0.8,2.5,-4,-13,-14,7,0.8
CC(C)(C)NC(=O)NC(=O)COC(=O)COc1ccc2c(c1)CCC2,3.1,3,nt,-36,-0.3,2.6,23,-54,-4,7,6.2
CCn1cc(C(=O)N[C@H](C(=O)NCCCn2ccnc2)C(C)C)c(=O)c2cc3c(cc21)OCO3,0.3,-8,2,12,1.4,-1.5,234,-1,-2,5,-2.5
Cn1c(CN2CCOCC2)nnc1SCC(=O)NCCc1ccccc1,2.3,-2,nt,15,-1.3,2.3,31,6,8,3,-2.5
O=C(COc1ccccc1Cl)Nc1ccc(NC(=O)c2ccco2)cc1,2.8,-1,18,14,-1.6,-0.2,25,2,-2,-2,-2.6
COc1cccc(CN2C(=O)C(C)Oc3ccccc32)c1 (stereo unspecified),1.9,6,-10,18,-0.9,4.4,-21,6,6,-9,-3.9
COc1ccc(OC)c(NC(=O)C2C3C=CC(C3)C2C(=O)NCc2ccccn2)c1 (stereo unspecified),4.3,-7,nt,9,2.0,-0.6,-17,1,3,-12,-2.1
O=C(Cn1c(=O)cnc2ccccc21)Nc1cccc(S(=O)(=O)N2CCCCC2)c1,-2.1,4,nt,7,-4.6,1.2,30,22,-6,-1,-1.8
CC12CCC(C1)C(C)(C)C2NS(=O)(=O)c1ccc(F)cc1 (stereo unspecified),0.9,-12,7,-36,2.5,0.3,20,-7,9,2,6.9
COc1ccc(-n2c(-c3ccc(Br)cc3)n[nH]c2=S)cc1,1.5,5,-10,-5,-1.1,-0.4,11,9,-9,4,1.1
Cc1nn(-c2cc(N3CCCCC3)ccc2[N+](=O)[O-])c(=O)c2ccccc12,-0.2,0,-14,10,1.0,-0.4,-8,21,-3,-4,-1.9
C/C(=N\Nc1cc(N2CCOCC2)ncn1)c1cccc([N+](=O)[O-])c1,3.3,-1,4,-3,-0.7,4.7,-20,-3,-1,-10,0.4

# Ordered by heavy-atom count (ascending): part of the list above
SMILES,AddAB inh,PKA-R1A act,PfHsp90 set2,MOR-DOR inv ag,E coli growth,phage Ecoli inh,Mot1-301 SUMO,HTR5A inv ag,Tat export inh,PKA-R2B activ,MOR-DOR ag
OC1c2cc(Cl)ccc2-c2c(Cl)cc(Cl)cc21 (stereo unspecified),nt,5,-3,-18,nt,2.2,nt,-2,3,-6,3.6
Cc1cccc(/C=N/n2c(-c3ccncc3)n[nH]c2=S)c1,1.0,-12,-23,6,-0.3,1.8,-1,7,11,-9,-1.1
CCOc1ccc2cc(S(=O)(=O)n3ccnc3C)ccc2c1,-0.7,-6,7,5,2.2,3.9,77,7,3,1,-0.8
Cn1c(CN2CCOCC2)nnc1SCC(=O)NCCc1ccccc1,2.3,-2,nt,15,-1.3,2.3,31,6,8,3,-2.5
O=C(Nc1ccc(F)cc1)c1sccc1SCc1cccc(C(F)(F)F)c1,0.4,4,-11,-27,0.2,3.8,6,-24,8,-2,5.1
CCN(CC)S(=O)(=O)c1cc(NC(=O)c2ccc3c(c2)NC(=O)C(C)S3)ccc1C (stereo unspecified),3.0,-11,-8,-9,-2.1,1.1,-14,-27,5,9,2.3
CCn1cc(C(=O)N[C@H](C(=O)NCCCn2ccnc2)C(C)C)c(=O)c2cc3c(cc21)OCO3,0.3,-8,2,12,1.4,-1.5,234,-1,-2,5,-2.5

# Ordered by the number under Tat export inh (falling): some entries from above.
structure,AddAB inh,PKA-R1A act,PfHsp90 set2,MOR-DOR inv ag,phage Ecoli inh,Mot1-301 SUMO,Tat export inh,PKA-R2B activ,MOR-DOR ag
CC12CCC(C1)C(C)(C)C2NS(=O)(=O)c1ccc(F)cc1 (stereo unspecified),0.9,-12,7,-36,0.3,20,9,2,6.9
O=C(COc1ccccc1Cl)Nc1ccc(NC(=O)c2ccco2)cc1,2.8,-1,18,14,-0.2,25,-2,-2,-2.6
COc1ccc(-n2c(-c3ccc(Br)cc3)n[nH]c2=S)cc1,1.5,5,-10,-5,-0.4,11,-9,4,1.1

# The results go on:
SMILES,AddAB inh,PKA-R1A act,PfHsp90 set2,MOR-DOR inv ag,E coli growth,phage Ecoli inh,Mot1-301 SUMO,HTR5A inv ag,Tat export inh,PKA-R2B activ,MOR-DOR ag
CCCOc1ccc(C(=O)Nc2ccc(S(=O)(=O)Nc3onc(C)c3C)cc2)cc1,-2.0,12,10,1,-1.6,5.3,-1,-10,7,8,-0.2
CCC1(C(=O)NC(=Nc2ccccc2)Nc2ccccc2)CCOC1=O (stereo unspecified),nt,-7,-15,-12,nt,2.2,nt,0,-1,4,2.3
COc1ccc(C(=O)Nc2cccc(C)c2)cc1,0.3,0,14,15,0.1,4.5,-19,14,3,-3,-3.0
O=C1CCCCC1Nc1ccc2ccccc2c1 (stereo unspecified),nt,-3,0,8,nt,3.8,nt,-7,-3,-3,-1.6
CCOc1cc(-c2nc(-c3ccc(C)nc3OC)no2)cc(OCC)c1OCC,nt,-13,12,1,nt,2.5,nt,14,-5,-8,-0.3
NC(=O)[C@@H]1CCOc2c(I)cc([N+](=O)[O-])cc2C(=O)N[C@@H](CO)C(=O)NCC(=O)N1,-1.4,4,-9,5,-1.6,1.0,-2,-48,4,-1,-0.9
CCOC(=O)c1sc(NNC(=O)c2ccc(F)cc2)nc1C,-3.2,0,-8,-14,-5.4,-7.8,4,-3,15,12,2.9
O=C(CC(c1ccccc1)c1ccccc1)NCc1cccnc1,-1.0,-5,-2,3,0.9,1.7,495,-9,-9,2,-0.6
CC(=O)Oc1ccc(C(=O)Nc2nnc(C)s2)cc1,1.6,0,-3,13,-0.1,2.8,-14,4,-4,-1,-2.5
COc1cc2c(oc(=O)c3cc(C)cc(OC)c32)c2c(C3OC(C)C(O)C(C)(O)C3O)ccc(O)c12 (stereo unspecified),nt,-8,-22,-3,nt,1.8,nt,5,0,-1,0.7
COC(=O)C1=C(\O)CCCC/C=C\1C(=O)O,nt,0,8,10,nt,1.9,nt,-33,3,-11,-1.9
O=C(NCc1ccccc1)c1ccccc1CO,0.3,0,15,8,1.5,1.7,30,-15,-2,1,-1.4
CCc1ccc2[nH]c(=O)c(CN(Cc3ccccc3)Cc3nnnn3Cc3ccco3)cc2c1,3.8,9,-8,-26,0.6,1.8,nt,-31,15,-11,4.6
CCCCN(CC)Cc1ccc(CNC(=S)Nc2ccc(C)cc2Cl)o1,1.3,-6,4,11,0.6,-1.7,6,-14,17,-10,-2.1
Cc1oc(C(=O)O)cc1COc1ccc2c3c(c(=O)oc2c1C)CCC3,-1.5,7,-11,5,-1.9,0.2,387,-16,-10,-5,-1.0
Cc1ccc(NCCC(=O)c2cccs2)cc1,0.3,-9,nt,6,-1.3,1.1,-19,20,-4,-1,-1.1
C/C(=N/NC(=O)NC12CC3CC(CC(C3)C1)C2)c1ccccc1,-1.6,-7,9,-24,-1.0,2.0,4,-23,-13,1,4.8
O=C(CN1C(=O)CCSc2ccc(S(=O)(=O)N3CCCC3)cc21)Nc1ccccc1Cl,2.4,-3,3,7,1.9,0.9,-14,-6,10,-3,-1.4
COc1cc(C(=O)N2CCN(CC(O)COc3ccccc3)CC2)cc(OC)c1OC (stereo unspecified),-0.1,2,14,15,0.4,1.5,434,-6,2,1,-2.9
Oc1oc(-c2ccco2)nc1C=Nc1ccccc1,2.2,2,4,-1,-0.8,3.3,12,-16,-7,0,0.2
CCc1ccc2[nH]c(=O)c(CN(CCN(CC)CC)C(=S)NCc3ccco3)cc2c1,0.9,3,10,-18,-1.2,1.4,15,-6,0,9,3.2
